# Source: PubChem BioAssay (several laboratories)
# HIV peptide binding: inhibitors of HIV fusion peptide binding, primary screen, biochemical, uHTS, fluorescence dequenching (AID 1986) | cell-free peptide binding, fluorescence dequenching, 30 min; higher % means a stronger effect | hit rate 0.3% among 290,000 | inhibition, % at 20 µM; hits with a dose series show IC50 in µM; in the data active means inhibition mostly above about 52%, no sharp cut-off; inactive means mostly below about 76%; further: some results filed as inactive read as strong as hits
# XIAP displacement: XIAP antagonists, biochemical, IAP family, fluorescence polarization (AID 1018); E3 ubiquitin-protein ligase XIAP (Homo sapiens); hit rate 0.007% among 200,000; one-dose displacement, % at 20 µM; IC50 in µM for titrated hits; XIAP BIR domain, fluorescence polarization peptide displacement; higher % means a stronger effect; in the data active means displacement above about 50%; further: a part of the inactive calls stands beside numbers as strong as those of hits
# AID2073: inhibitors of Mint1-CaV2.2 protein interaction, biochemical, HTRF (AID 2073). Voltage-dependent N-type calcium channel subunit alpha-1B (Homo sapiens). HTRF protein-protein interaction, Mint1-CaV2.2; higher % means a stronger effect. inhibition, % at 20 µM; hits with a dose series show IC50 in µM. hit rate 0.19% among 290,000; in the data active means inhibition mostly above about 51%, no sharp cut-off; inconclusive means no clear call, values can overlap the other calls; inactive means mostly below about 53%; further: some results filed as inactive read as strong as hits
# Siah-1 displacement: Siah-1 peptide-binding antagonists, primary screen, biochemical, fluorescence polarization, rhodamine-plectin, uHTS (AID 1817); hit rate 0.02% among 290,000; Siah-1 / rhodamine-plectin peptide fluorescence polarization; higher % means a stronger effect; E3 ubiquitin-protein ligase SIAH1 (Homo sapiens); displacement, % at 20 µM, or IC50 in µM where a hit was titrated;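 active means displacement of at least 50% at 20 µM, with a fluorescence ratio check between 0.3 and a set limit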;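 further: plate controls were Siah plus tracer with DMSO for no effect and tracer alone without Siah for full effect; strong numbers were not always called active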
# Rac1 GTP hydrolysis: MgcRacGAP GTPase-activating activity inhibitors, confirmation, biochemical, ADP Hunter fluorescence. Rac GTPase-activating protein 1 (Homo sapiens). MgcRacGAP-stimulated Rac1 GTP hydrolysis, ADP Hunter fluorescence; higher % means a stronger effect; GST-tagged Rac1 F28L mutant substrate. one-dose inhibition, % at 30 µM; IC50 in µM for titrated hits. hit rate 0.6% among 340,000;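 active means first-screen hits whose inhibition reached a set limit at any dose in the follow-up dose series; inconclusive means inhibition above the set first-screen limit but never retested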;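 further: fluorescence reports GDP produced by GAP-driven GTP hydrolysis; strong numbers were not always called active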
# RSV antiviral HEp-2: RSV antiviral activity via CPE protection, HEp-2 cells, primary 10 µM value included (AID 2391); CPE inhibition, % at 10 µM; hits with a dose series show IC50 in µM; hit rate 0.13% among 310,000; HEp-2 cells, RSV-induced CPE inhibition; higher % means a stronger effect; in the data active means a potency from the dose series; inconclusive means CPE inhibition mostly from about 23% at the one dose, without a potency; inactive means the rest, 99 in 100 with CPE inhibition below about 21%; further: strong numbers were not always called active
# Dengue-2 NS5 capping: Dengue-2 NS5 methyltransferase inhibitors, primary screen, biochemical, confirmation dose response (AID 588689). Genome polyprotein (Dengue virus type 2 (strain 16681-PDK53)). Dengue-2 NS5 methyltransferase capping enzyme assay, biochemical; higher % means a stronger effect. inhibition, % at 25 µM, or IC50 in µM where a hit was titrated. hit rate 0.3% among 340,000; in the data active means a potency from the dose series; inconclusive means inhibition above about 29% without an active follow-up result
# SV40 large T antigen: SV40 large T antigen inhibitors, biochemical (AID 1903); SV40 large T antigen ATPase/helicase inhibition assay; higher % means a stronger effect; inhibition, % at 20 µM, or IC50 in µM where a hit was titrated; hit rate 0.39% among 310,000; in the data active means a potency from the dose series; inconclusive means inhibition mostly from about 32% at the one dose, without a potency; inactive means the rest, 99 in 100 with inhibition below about 32%; further: strong numbers were not always called active
# LYP phosphatase: inhibitors of LYP phosphatase, biochemical, fluorescence intensity, uHTS (AID 1779). Tyrosine-protein phosphatase non-receptor type 22 (Homo sapiens). recombinant LYP phosphatase, fluorescence intensity; higher % means a stronger effect. inhibition, % at 11.5 µM; hits with a dose series show IC50 in µM. hit rate 0.054% among 290,000; in the data active means inhibition above about 50%;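 further: plate controls were vehicle with enzyme for no effect and no enzyme for full effect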
# Dengue-2 NS5 capping pilot replicate: also measured in Dengue-2 NS5 capping; calls as there; inhibition, %; measured here: pilot screen replicate inhibition
# An asterisk follows results filed as active; ? = inconclusive; / = no result given; & = joins results of further samples. Rows were taken by chance. Share with any hit: about 1.7%.
SMILES,HIV peptide binding,XIAP displacement,AID2073,Siah-1 displacement,Rac1 GTP hydrolysis,RSV antiviral HEp-2,Dengue-2 NS5 capping,SV40 large T antigen,LYP phosphatase,others
CC(=O)c1cccc(CN2CCCC(CCC(=O)NCc3ccc(F)c(F)c3)C2)c1 (stereo not drawn),0.5%,-3.6%,-1%,0%,5%,-0.2%,-3%,4%,-6%,
C=CCN(C(=O)c1csnn1)C(C(=O)NCc1ccc(F)cc1)c1ccccc1F (stereo not drawn),0.0%,/,-1%,0%,9%,1.4%,-13%,10%,-2%,
CC(=O)NC(Cc1c[nH]c2ccccc12)C(=O)NCc1ccc2c(c1)OCO2 (stereo not drawn),2.2%,-2.5%,2%,4%,0%,0.5%,-2%,5%,-3%,
Cc1ccc(C(=O)COC(=O)c2cccs2)cc1,-0.1%,-2.1%,-2%,2%,9%,1.8%,-9%,2%,-3%,
Cc1ccc(NC(=O)c2cc(-c3ccccc3)nn2-c2ccccc2)cc1,3.5%,-4.2%,-2%,5%,2%,16%,-3%,8%,1%,
COc1ccc(-c2ocnc2C(=O)Nc2ccc(N3CCOCC3)cc2N2CCOCC2)cc1OC,-2.4%,/,?,-1%,9%,2.9%,-2%,5%,6%,
Cc1cccc(NC(=O)c2sc(C)nc2C)c1,1.9%,-10%,34%,-8%,-1%,1.3%,-9%,8%,-8%,
Cc1ccc(-n2nc3c(=O)n(CC(=O)NCCc4ccccc4C)nc(C)c3c2C)cc1,0.4%,/,14%,-1%,6%,0.2%,3%,-3%,-3%,
Cc1sc2nc(CSCC(=O)Nc3ccccc3C#N)[nH]c(=O)c2c1C,7.6%,-8.4%,-2%,-5%,-1%,2.8%,-9%,8%,-10%,
CC1(C)OC2CCN3C(C(O)COS3(=O)=O)C2O1 (stereo not drawn),1.5%,/,1%,12%,2%,-0.8%,2%,-2%,-9%,
Cc1c(NCc2nc3ccccc3[nH]2)c(=O)n(-c2ccccc2)n1C,-1.8%,-5.8%,2%,3%,11%,5.3%,-5%,9%,-3%,
COC(=O)/C(=C/c1ccco1)NC(=O)c1ccc(Br)o1,16%,-9.1%,27%,-2%,13%,0.1%,-4%,2%,-3%,
O=c1[nH]c2cccnc2n(CCNc2ncc(C(F)(F)F)cc2Cl)c1=O,0.8%,-4.9%,5%,6%,5%,16%,3%,0%,-2%,
CCOC(=O)c1ccc(NC(=O)c2nc[nH]c2C(=O)N[C@@H](Cc2ccccc2)C(=O)OC(C)(C)C)cc1,0.7%,/,34%,19%,10%,-3.7%,-1%,8%,16%,
CCCCn1c(N)c(N(CCOC)C(=O)c2ccc(NC3CC3)c([N+](=O)[O-])c2)c(=O)[nH]c1=O,/,/,/,/,6%,-1.9%,-11%,8%,/,
COc1cccc(N2CCN(C(=O)c3c(C)nn(-c4ccccc4)c3C)CC2)c1,-0.8%,-9.8%,-15%,-4%,-3%,0.1%,-1%,9%,-7%,
CN(C)C=NC(=O)c1cccn1-c1ncc(C(F)(F)F)cc1Cl,-1.9%,-4.8%,6%,4%,2%,0.8%,/,2%,0%,
O=C(NNC1=NCCCCC1)c1ccccc1,-3.5%,-3.2%,4%,4%,4%,3.1%,-7%,6%,-5%,Dengue-2 NS5 capping pilot replicate=3.5
O=C(Nc1cccnc1)c1ccc(Cl)c(S(=O)(=O)N2CCCCC2)c1,0.1%,/,15%,3%,5%,10%,-6%,13%,-8%,
CC(Sc1nnc(Cc2cccs2)n1C1CCCCC1)C(N)=O (stereo not drawn),1.7%,-1.9%,0%,5%,6%,0.3%,-5%,10%,-4%,

# In the list so far, these contain an aryl methoxy group.
SMILES,HIV peptide binding,XIAP displacement,AID2073,Siah-1 displacement,Rac1 GTP hydrolysis,RSV antiviral HEp-2,Dengue-2 NS5 capping,SV40 large T antigen,LYP phosphatase,others
COc1ccc(-c2ocnc2C(=O)Nc2ccc(N3CCOCC3)cc2N2CCOCC2)cc1OC,-2.4%,/,?,-1%,9%,2.9%,-2%,5%,6%,
COc1cccc(N2CCN(C(=O)c3c(C)nn(-c4ccccc4)c3C)CC2)c1,-0.8%,-9.8%,-15%,-4%,-3%,0.1%,-1%,9%,-7%,

# The main list resumes with the two entries that preceded the break.
SMILES,HIV peptide binding,XIAP displacement,AID2073,Siah-1 displacement,Rac1 GTP hydrolysis,RSV antiviral HEp-2,Dengue-2 NS5 capping,SV40 large T antigen,LYP phosphatase,others
O=C(Nc1cccnc1)c1ccc(Cl)c(S(=O)(=O)N2CCCCC2)c1,0.1%,/,15%,3%,5%,10%,-6%,13%,-8%,
CC(Sc1nnc(Cc2cccs2)n1C1CCCCC1)C(N)=O (stereo not drawn),1.7%,-1.9%,0%,5%,6%,0.3%,-5%,10%,-4%,
O=C(/C=C/c1cccs1)NC(=S)Nc1ccc(C(=O)O)cc1,3.9%,/,-18%,0%,-3%,-1.0%,2%,11%,6%,
CS(=O)(=O)N1CCN(c2ccc(NC(=O)c3ccc(-c4ccc(Cl)cc4)o3)cc2)CC1,1.0%,-19%,26%,0%,-3%,0.2%,-7%,3%,-2%,
Cc1cc(C)c(-c2c(O)c3c(n(C)c2=O)CC(C)(C)CC3=O)c(C)c1,-0.6%,-1.1%,4%,1%,2%,0.3%,-2%,5%,2%,
COc1ccccc1NS(=O)(=O)c1cccc(C(=O)N/N=C/c2ccc(NC(C)=O)cc2)c1,0.4%,0.6%,18%,18%,13%,-0.3%,-7%,4%,-3%,
CSCCC(NC(=O)c1ccc([N+](=O)[O-])cc1Cl)C(=O)OC1CCCCC1=O (stereo not drawn),-0.8%,/,0%,0%,8%,2.7%,-1%,4%,-9%,
O=c1[nH]c2ccccc2nc1-c1cccs1,-0.6%,-5.8%,7%,-4%,2%,3.7%,1%,3%,-6%,
Cc1ccccc1CN1CCC(CNC(=O)C2CCCN(c3ncnc4c3nc3n4CCCCC3)C2)CC1 (stereo not drawn),-0.7%,/,17%,-3%,8%,-2.0%,-11%,2%,-6%,
O=C(NC1CC1)C1CCN(C2CCN(C(=O)Cc3ccc4c(c3)OCO4)CC2)CC1,0.5%,-18%,10%,-3%,11%,-2.4%,-6%,22%,5%,
COc1ccc(S(=O)(=O)CC2(O)CCN(C(=O)CC(C)C)CC2)cc1,-0.6%,-6.4%,?,3%,5%,0.8%,2%,8%,-5%,
CC(C)C(NS(=O)(=O)c1ccccc1)C(=O)NC1CCCC1 (stereo not drawn),0.3%,/,7%,4%,-4%,1.7%,0%,6%,-7%,
CCN1C(=O)CC(C(=O)O)SC1=Nc1ccc(OC)cc1 (stereo not drawn),2.6%,0.1%,-2%,21%,7%,-0.8%,-3%,6%,-10%,
CCOC(=O)C1=C(C)NC(=O)NC1c1ccc(N2CCC(c3ccccc3)=N2)cc1 (stereo not drawn),31%,1.2%,29%,-7%,13%,1.8%,-53%,2%,3%,
Cc1ccc(C(=O)Nc2ccc(C(=O)/C=C/c3cccs3)cc2)cc1,0.4%,-4.5%,6%,-3%,4%,13%,2%,-14%,-4%,
CCN(CC)S(=O)(=O)c1ccc(Cl)c(NC(=O)COC(=O)c2cccn2C)c1,-2.4%,-11%,0%,13%,0%,2.8%,-9%,8%,3%,
Cc1nc2ccc(C(=O)OCc3nnc(-c4ccc(Br)cc4)o3)cc2nc1C,-1.0%,/,19%,10%,9%,1.7%,-1%,7%,-4%,
CC[C@H]1OC(=O)[C@H](C)[C@@H](O[C@H]2C[C@@](C)(OC)[C@@H](O)[C@H](C)O2)[C@H](C)[C@@H](O[C@@H]2O[C@H](C)C[C@H](N(C)C)[C@H]2O)[C@](C)(O)C[C@@H](C)C(=NOCOCCOC)[C@H](C)[C@@H](O)[C@]1(C)O,0.4%,/,5%,-3%,5%,-0.5%,1%,22%,-14%,
COc1ccc(CC(=O)NNC(=O)c2cc(C)[nH]n2)cc1,-0.5%,/,11%,5%,3%,0.9%,-9%,10%,-6%,
O=C(NC12CC3CC(CC(C3)C1)C2)c1ccc(Br)o1,-1.4%,/,9%,6%,5%,0.8%,-1%,18%,-2%,
COc1ccc(NC(=O)N2CCN(c3cccc(C(F)(F)F)c3)CC2)cc1OC,-0.1%,-1.3%,-15%,-2%,12%,2.4%,-1%,20%,-1%,
Cc1sc2ncn(CC(=O)N3CCN(c4ccccc4)CC3)c(=O)c2c1S(=O)(=O)N1CCOCC1,-0.4%,/,4%,1%,0%,1.9%,-5%,11%,2%,
Cc1ccc(-n2c(-c3cnccn3)n[nH]c2=S)cc1,-1.0%,-2.6%,-3%,9%,2%,0.3%,10%,7%,-5%,
Cc1cccc(OCC(=O)Nc2ccc3c(c2)nc(CCN2CCC(C)CC2)n3C)c1,0.3%,/,8%,8%,8%,-0.5%,-13%,14%,-10%,
Cc1ccc(C)c(NS(=O)(=O)c2ccc(OCC(=O)NCc3cccnc3)cc2)c1,-1.7%,-1.1%,-6%,-2%,5%,3.5%,-1%,-1%,-5%,
Fc1ccc([C@@H]2CCNC[C@H]2COc2ccc3c(c2)OCO3)cc1,-1.5%,3.3%,-2%,-6%,6%&-3%&9%,-0.8%&1.1%,0%&-3%&-4%,7%&32%&2%,-3%,
CCOC(=O)c1c([N+](=O)[O-])c(C)[nH]c(=O)c1C#N,2.7%,/,14%,-3%,6%,1.0%,-1%,0%,-5%,
Cc1cccc(C2c3[nH]c4ccccc4c3CCN2C(=O)c2ocnc2C)n1 (stereo not drawn),-1.3%,-5.9%,-2%,5%,2%,4.2%,-5%,3%,-4%,
Cc1cc(NC(=O)CSCC(=O)NCc2cccc(C(F)(F)F)c2)no1,/,/,/,/,2%,-0.6%,-4%,15%,/,
NS(=O)(=O)c1ccc(CCNc2ccc(C(F)(F)F)cn2)cc1,2.7%,/,-3%,-2%,4%,4.6%,-7%,25%,-6%,
COc1cccc(S(=O)(=O)Nc2ccc(C(=O)NCc3ccco3)cc2)c1,1.1%,-17%,10%,1%,-1%,1.7%,2%,15%,4%,
COc1ccc(OCC(=O)NC(=S)Nc2ccc3c4c(cccc24)CC3)cc1,1.1%,-4.2%,36%,-4%,15%,-0.2%,-3%,10%,-2%,

# 3 compounds out of the list, sorted by molecular weight, rising:
SMILES,HIV peptide binding,XIAP displacement,AID2073,Siah-1 displacement,Rac1 GTP hydrolysis,RSV antiviral HEp-2,Dengue-2 NS5 capping,SV40 large T antigen,LYP phosphatase,others
Cc1ccc(-n2c(-c3cnccn3)n[nH]c2=S)cc1,-1.0%,-2.6%,-3%,9%,2%,0.3%,10%,7%,-5%,
Fc1ccc([C@@H]2CCNC[C@H]2COc2ccc3c(c2)OCO3)cc1,-1.5%,3.3%,-2%,-6%,6%&-3%&9%,-0.8%&1.1%,0%&-3%&-4%,7%&32%&2%,-3%,
Cc1cccc(C2c3[nH]c4ccccc4c3CCN2C(=O)c2ocnc2C)n1 (stereo not drawn),-1.3%,-5.9%,-2%,5%,2%,4.2%,-5%,3%,-4%,
